# DENV2 CPE rescue: DENV2-induced cell death inhibition. DENV2-infected cells, cytopathic effect rescue, plate reader. CPE inhibition, % at 9.99 µM. 350,000 tested, 1.7% active. AID 651640; in the data active = CPE inhibition above about 20%, passing the limit was not always enough; inconclusive = no clear call, values can overlap the other calls; tested in BHK-21 cells;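 also: 0% = median of neutral control wells and 100% = median of positive control wells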
# CASP6 VEID inh: blocks human caspase-6 cleavage activity; purified caspase-6, Z-VEID-R110 cleavage fluorescence; 350,000 tested, 0.53% active; P55212; inhibition, % at 12.5 µM;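 active = mean inhibition across replicates at least about 35%, with every replicate also reaching that limit, limit read from the data; inconclusive = only one of the two criteria met; inactive = neither criterion met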;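 also: 0% = median of neutral control wells and 100% = no fluorescence left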
# Target sequence (P55212 24-179 limits assumed): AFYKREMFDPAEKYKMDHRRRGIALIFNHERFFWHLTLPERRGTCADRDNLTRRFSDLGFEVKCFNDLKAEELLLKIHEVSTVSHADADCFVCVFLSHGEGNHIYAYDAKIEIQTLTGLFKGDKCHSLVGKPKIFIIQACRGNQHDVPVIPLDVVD
# Target sequence (P55212 194-293 limits assumed): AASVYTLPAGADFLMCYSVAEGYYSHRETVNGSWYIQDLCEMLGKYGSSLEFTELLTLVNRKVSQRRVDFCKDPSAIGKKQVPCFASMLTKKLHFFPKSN
# RAD52 inh: blocks human RAD52 DNA annealing; AID 651710; recombinant RAD52 DNA annealing, FRET fluorescence; 360,000 tested, 0.46% active; P43351; inhibition, % at 18.7 µM;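 active = every replicate showing at least 50% inhibition; inconclusive = mean inhibition at least 50% but not in every replicate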
# Target sequence (P43351 whole entry, looked up): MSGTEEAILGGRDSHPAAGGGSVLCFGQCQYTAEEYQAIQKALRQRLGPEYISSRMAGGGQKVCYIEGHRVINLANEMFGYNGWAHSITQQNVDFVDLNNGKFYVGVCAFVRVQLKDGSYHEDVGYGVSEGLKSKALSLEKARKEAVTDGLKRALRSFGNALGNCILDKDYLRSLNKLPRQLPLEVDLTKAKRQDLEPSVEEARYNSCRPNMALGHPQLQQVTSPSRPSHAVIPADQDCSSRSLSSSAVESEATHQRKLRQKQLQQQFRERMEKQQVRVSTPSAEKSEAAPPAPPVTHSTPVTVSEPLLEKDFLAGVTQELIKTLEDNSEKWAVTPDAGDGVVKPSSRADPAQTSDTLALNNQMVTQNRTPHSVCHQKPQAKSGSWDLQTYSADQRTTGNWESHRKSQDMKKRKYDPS
# RAD54 branch: blocks human RAD54 Holliday junction branch migration; Q92698; FAM/BHQ fluorescence; inhibition, % at 10.4 µM; 360,000 tested, 0.14% active;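 active = mean normalized replicate activity at least 40 and at least half of replicates scoring 40 or more; inconclusive = only one of the two criteria met; inactive = mean below 40 and under half of replicates reaching 40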;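 also: 0% = median of neutral control wells and 100% = median of positive control wells; inhibitors cause a drop in the FAM fluorescence signal; in these data hits start at about 50%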
# E-sel inducer: induces E-selectin expression in human endothelial cells; activation, % at 7.58 µM; AID 686992; HUVEC E-selectin immunofluorescence imaging; normalized: neutral wells 0, TNF-alpha wells 100; 260,000 tested, 0.37% active; P16581;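 active = mean E-selectin-positive cell signal at least 10% of the positive control, reached in at least 60% of replicates, without over 20% cell loss; inconclusive = no rule given, readout overlaps actives, possibly toxicity-flagged; inactive = the rest, including those meeting only one limit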;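 also: in these data hits start at about 27%; measured in HUVEC primary endothelial cells; signal is the percent of cells scored E-selectin positive by PE staining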
#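 Test system: HUVEC; input: 3,000 HUVEC/well; measured by: immunofluorescence imaging; read-out: % PE-positive cells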
# F508del corr: correctors of CFTR F508del function in bronchial epithelial cells; CFBE cells, YFP halide quenching; stimulated with forskolin plus potentiator P3; % fluorescence drop versus neutral controls; activity (quench increase), % at 7.58 µM; 350,000 tested, 0.36% active;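 active = mean added fluorescence quench of at least 8% versus neutral control, with both replicates also reaching 8%; inconclusive = only one of the mean or replicate conditions met; inactive = mean below 8% and not both replicates reaching 8%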;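 also: cells transiently co-express mutant CFTR-F508del with the halide-sensitive YFP; corrector assay measuring rescue of mutant channel to the surface after 24 h compound exposure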
# XiGFP reactiv: activators of X-chromosome reactivation in mouse fibroblasts | AID 743238 | XiGFP mouse fibroblasts, % GFP-positive cells imaging, 3 d; cells co-treated with 5-aza-dC sensitizer; scaled so ellipticine positive control = 100% | activation, % at 7.58 µM | 360,000 tested, 0.055% active;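 active = mean normalized replicate activation at least 10% and every replicate at or above 10%; inconclusive = only one of the two criteria met; inactive = mean below 10% and not all replicates reach 10%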;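 also: 0% = median of on-plate neutral control wells and 100% = ellipticine 6 µM median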
#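 System: 68-5-11 XiGFP fibroblast line | Buffer or medium: DMEM containing 5-aza-dC | Compound: Single point | Times: Compounds 3 days, fix/stain 15 min at room temperature | Benchmarks: Positive control ellipticine, 6 µM final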
# INS-1E GSIS act: primary screen for activators of insulin secretion dependent on glucose, INS-1E cells, GLuc reporter luminescence. INS-1E GLuc reporter insulin secretion, 2-3 h. activation, % at 16.6 µM. 370,000 tested, 0.61% active;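 active = lowest replicate activation of at least 40%, so every replicate reaches that level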;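 also: 0% = median of neutral control wells and 100% = median of IBMX positive control wells; some compounds called inactive have numbers as strong as hits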
# Starred values were filed as active, the others as inactive; ? = inconclusive; . = no result given. Compounds were not picked by outcome, and some 3.7% of all compounds hit somewhere here.
# Screens by letter: A = DENV2 CPE rescue; B = CASP6 VEID inh; C = RAD52 inh; D = RAD54 branch; E = E-sel inducer; F = F508del corr; G = XiGFP reactiv; H = INS-1E GSIS act
(1) COc1ccc(N2CCN(C(CNC(=O)C(=O)NCc3ccncc3)c3ccco3)CC2)cc1 (configuration not stated)
  A: 3 | B: 0 | C: -20 | D: 0 | E: . | F: -0.1 | G: -0.2 | H: 2
(2) Cc1ccccc1CSCC(=O)NC(=O)NCc1ccco1
  A: 3 | B: 29 | C: -23 | D: 7 | E: . | F: 2.3 | G: . | H: -25
(3) COc1ccc(-c2c(C(C)=O)c(C)nc3sc4c(=O)[nH]nnc4c23)cc1
  A: -1 | B: -3 | C: -16 | D: . | E: 5.0 | F: . | G: 0.4 | H: 1
(4) CC(C)CC(=O)NC(NC(=O)CC(C)C)c1cccc([N+](=O)[O-])c1
  A: 7 | B: -1 | C: -19 | D: -22 | E: -0.2 | F: . | G: -0.1 | H: -4
(5) Cc1ccc(CN2[C@@H]3c4ccccc4C[C@@H]3OCCS2(=O)=O)cc1
  A: . | B: 8 | C: -5 | D: 3 | E: 0.3 | F: -1.1 | G: 0.1 | H: .
(6) COc1cc(OC)cc(-c2noc([C@@H]3O[C@H](CO)[C@H](O)[C@H](O)[C@H]3O)n2)c1
  A: -6 | B: 2 | C: -13 | D: -2 | E: 0.0 | F: 0.0 | G: 0.0 | H: 21
(7) COCC(=O)N(C)C[C@@H]1[C@@H](c2ccc(-c3ccccc3)cc2)[C@H](CO)N1C(C)=O
  A: 3 | B: 2 | C: -2 | D: 0 | E: -0.1 | F: -0.8 | G: -0.1 | H: 6
(8) COCC(=O)N1C[C@H](C)[C@@H](OC)CN(C)C(=O)c2cc(NC(=O)C3CCC3)ccc2OC[C@@H]1C
  A: 0 | B: 2 | C: -5 | D: -7 | E: 0.3 | F: 1.8 | G: -0.3 | H: 12
(9) COC(=O)C1CN(C(=O)COc2ccc(Cl)cc2C)c2ccccc2O1 (configuration not stated)
  A: -1 | B: 2 | C: -25 | D: -4 | E: 0.1 | F: -2.6 | G: 0.0 | H: -8
(10) O=C(CSc1nnc(Cc2cccs2)n1C1CC1)NC1CCS(=O)(=O)C1 (configuration not stated)
  A: 4 | B: -2 | C: -11 | D: -4 | E: -0.6 | F: 1.5 | G: 0.1 | H: 1
(11) COc1ccccc1NC(=O)N[C@H]1C=C[C@@H](CC(=O)NCc2ccc(Cl)c(Cl)c2)O[C@@H]1CO
  A: ? | B: -1 | C: 5 | D: 7 | E: -0.3 | F: -0.2 | G: 0.7 | H: 11
(12) O=C(C[C@@H]1CC[C@H]2[C@@H](COC[C@@H](O)CN2Cc2ccc(Cl)cc2)O1)NCCc1ccccc1
  A: 7 | B: -1 | C: 4 | D: -3 | E: 0.1 | F: 2.1 | G: 0.0 | H: -24
(13) O=C(COc1ccccc1)Nc1nnc(-c2ccc(Cl)s2)o1
  A: -5 | B: 2 | C: 0 | D: -11 | E: -0.3 | F: -0.5 | G: 0.1 | H: 13
(14) O=C1c2[nH]nc(-c3ccccc3)c2C(c2cccc(C(F)(F)F)c2)N1c1ccccc1 (configuration not stated)
  A: 4 | B: -6 | C: -12 | D: . | E: -0.2 | F: -1.2 | G: 0.0 | H: -20
(15) COc1ccc(-n2nnnc2SCC(=O)NCc2ccco2)cc1OC
  A: -3 | B: 4 | C: -3 | D: . | E: . | F: -0.4 | G: . | H: 17
(16) O=C(Cn1nc(C(=O)O)c2ccccc2c1=O)Nc1ccc(Br)cc1
  A: 4 | B: 3 | C: 9 | D: 3 | E: 0.3 | F: -1.1 | G: 0.0 | H: -6
(17) CCCN1[C@@H]2Cn3c(ccc(-c4ccncc4)c3=O)[C@H]1[C@@H](C(=O)N1CCCCC1)[C@@H]2CO
  A: ? | B: 0 | C: -7 | D: -6 | E: 0.1 | F: 2.6 | G: 0.0 | H: 9
(18) Cc1cccn2c(=O)c(C=O)c(N3CCC4(CC3)OCCO4)nc12
  A: 4 | B: 1 | C: -3 | D: -3 | E: 0.0 | F: -0.3 | G: 0.0 | H: .
(19) COc1ccc(C(=O)/C=C/Nc2c(C)n(C)n(-c3ccccc3)c2=O)c(OC)c1
  A: 0 | B: 4 | C: -12 | D: . | E: . | F: 0.4 | G: 0.0 | H: .
(20) CC(C)Cn1c(SCC(=O)N(C)C2CCS(=O)(=O)C2)nc2cc(Cl)ccc2c1=O (configuration not stated)
  A: -5 | B: 8 | C: 3 | D: -1 | E: 0.4 | F: -0.5 | G: -0.1 | H: 12
(21) O=C(c1cccnc1)N(c1cc2sc(=O)oc2c2ccccc12)S(=O)(=O)c1ccccc1
  A: -7 | B: 4 | C: -19 | D: . | E: 1.2 | F: -0.4 | G: 0.3 | H: -2
(22) O=S(=O)(N1CCOCC1)N1CCN(c2ccc(F)cc2)CC1
  A: 0 | B: . | C: -2 | D: 1 | E: . | F: -1.5 | G: . | H: 5
(23) CNCCCOc1cccc(Oc2ccccc2)c1
  A: -7 | B: 1 | C: 6 | D: . | E: . | F: 0.1 | G: 0.0 | H: 12
(24) CC(NC(=S)Nc1ccccc1C(F)(F)F)C1CC2CCC1C2 (configuration not stated)
  A: -1 | B: 0 | C: -9 | D: . | E: . | F: 3.6 | G: 0.1 | H: -20
(25) CC(C)c1cccc(C(C)C)c1NC(=O)c1ccccc1
  A: ? | B: 0 | C: -17 | D: 4 | E: 0.0 | F: -2.8 | G: 0.1 | H: 20

# Entries of single compounds, looked up by structure. Order of values: DENV2 CPE rescue, CASP6 VEID inh, RAD52 inh, RAD54 branch, E-sel inducer, F508del corr, XiGFP reactiv, INS-1E GSIS act
# `CC(C)c1cccc(C(C)C)c1NC(=O)c1ccccc1` in the list: ?, 0, -17, 4, 0.0, -2.8, 0.1, 20
# `CC(C)CC(=O)NC(NC(=O)CC(C)C)c1cccc([N+](=O)[O-])c1` in the list: 7, -1, -19, -22, -0.2, ., -0.1, -4
# `O=C(CSc1nnc(Cc2cccs2)n1C1CC1)NC1CCS(=O)(=O)C1` (configuration not stated) in the list: 4, -2, -11, -4, -0.6, 1.5, 0.1, 1

# Continued.
# Screens by letter: A = DENV2 CPE rescue; B = CASP6 VEID inh; C = RAD52 inh; D = RAD54 branch; E = E-sel inducer; F = F508del corr; G = XiGFP reactiv; H = INS-1E GSIS act
(26) CCOc1ccc(S(=O)(=O)N2CCN(C(=O)C3CCC3)CC2)cc1
  A: 2 | B: -2 | C: -3 | D: . | E: -0.3 | F: -0.5 | G: -0.2 | H: 1
(27) COc1ccc(NC(=O)Nc2ccc3c(c2)CC(=O)N([C@@H](C)CO)C[C@@H](C)[C@@H](CN(C)C(=O)Nc2c(C)noc2C)O3)cc1
  A: 3 | B: . | C: . | D: -2 | E: 0.0 | F: -4.8 | G: 0.1 | H: 4
(28) Cc1cc(N2CCCC2)ccc1/C=C1/C(=O)N(C)C(=S)N1C
  A: -5 | B: -3 | C: -28 | D: -11 | E: . | F: 1.6 | G: 0.0 | H: 8
(29) COc1ccc(C2(CNC(=O)c3ccc(C)cc3)CCOCC2)cc1
  A: 12 | B: -1 | C: 10 | D: -11 | E: . | F: 2.2 | G: 0.0 | H: 11
(30) Cc1ccccc1-c1cnc(C(O)c2c(C)cccc2C)[nH]1 (configuration not stated)
  A: 6 | B: 0 | C: 14 | D: -9 | E: 1.8 | F: -0.6 | G: 0.2 | H: .
(31) O=C(c1cccnc1)N1CC[C@H]2[C@H](CO)Nc3ccc(C#Cc4cccnc4)cc3[C@H]21
  A: 7 | B: 0 | C: 16 | D: . | E: 0.4 | F: 3.0 | G: 0.0 | H: -14
(32) O=C(CCNC(=O)c1ccccc1Cl)Nc1cc(C(F)(F)F)ccc1N1CCCC1
  A: ? | B: -11 | C: 0 | D: 3 | E: -0.1 | F: 2.1 | G: -0.2 | H: 14

# Random excerpt: 5 compounds from above
# Screens by letter: A = DENV2 CPE rescue; B = CASP6 VEID inh; C = RAD52 inh; D = RAD54 branch; E = E-sel inducer; F = F508del corr; G = XiGFP reactiv; H = INS-1E GSIS act
(26) CCOc1ccc(S(=O)(=O)N2CCN(C(=O)C3CCC3)CC2)cc1
  A: 2 | B: -2 | C: -3 | D: . | E: -0.3 | F: -0.5 | G: -0.2 | H: 1
(29) COc1ccc(C2(CNC(=O)c3ccc(C)cc3)CCOCC2)cc1
  A: 12 | B: -1 | C: 10 | D: -11 | E: . | F: 2.2 | G: 0.0 | H: 11
(28) Cc1cc(N2CCCC2)ccc1/C=C1/C(=O)N(C)C(=S)N1C
  A: -5 | B: -3 | C: -28 | D: -11 | E: . | F: 1.6 | G: 0.0 | H: 8
(31) O=C(c1cccnc1)N1CC[C@H]2[C@H](CO)Nc3ccc(C#Cc4cccnc4)cc3[C@H]21
  A: 7 | B: 0 | C: 16 | D: . | E: 0.4 | F: 3.0 | G: 0.0 | H: -14
(32) O=C(CCNC(=O)c1ccccc1Cl)Nc1cc(C(F)(F)F)ccc1N1CCCC1
  A: ? | B: -11 | C: 0 | D: 3 | E: -0.1 | F: 2.1 | G: -0.2 | H: 14
